Source: PubChem BioAssay
Tn7 DDE FP – DD(E)-Tn7 binding inhibition, primary FP screen. FP displacement of FITC-Tn7 peptide from fibrin DD(E); 0% = median of compound wells per plate. AID 720508. inhibition, % at 8.3 µM. P02675. hit rate 0.13% among 370,000;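 active means inhibition above the mean of compounds falling within the control limits plus 3 SD of them, cut at about 14% in these data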;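 further: 0% = plate median of compound wells and 100% = 10 µM Aha-Tn7 peptide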
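Assay system: human fibrin DD(E). Input: DD(E) 2 µM final. Medium: Tris buffer with calcium and detergent, pH 7.8. Compound dosing: single point at 8.3 µM. Timing: 10 min plus 3 h, room temperature. Technique: fluorescence polarization of the labelled Tn7 tracer. Read-out: percent inhibition. Replicates: singlicate testing.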
PLCg1 inh – PLC-gamma1 (human) inhibition, primary screen; P19174; purified PLC-gamma1, fluorogenic substrate, fluorescence; inhibition, % at 12.2 µM; hit rate 0.84% among 370,000; AID 720700; in the data active means inhibition above about 9.5%
Target sequence (P19174 whole entry, looked up): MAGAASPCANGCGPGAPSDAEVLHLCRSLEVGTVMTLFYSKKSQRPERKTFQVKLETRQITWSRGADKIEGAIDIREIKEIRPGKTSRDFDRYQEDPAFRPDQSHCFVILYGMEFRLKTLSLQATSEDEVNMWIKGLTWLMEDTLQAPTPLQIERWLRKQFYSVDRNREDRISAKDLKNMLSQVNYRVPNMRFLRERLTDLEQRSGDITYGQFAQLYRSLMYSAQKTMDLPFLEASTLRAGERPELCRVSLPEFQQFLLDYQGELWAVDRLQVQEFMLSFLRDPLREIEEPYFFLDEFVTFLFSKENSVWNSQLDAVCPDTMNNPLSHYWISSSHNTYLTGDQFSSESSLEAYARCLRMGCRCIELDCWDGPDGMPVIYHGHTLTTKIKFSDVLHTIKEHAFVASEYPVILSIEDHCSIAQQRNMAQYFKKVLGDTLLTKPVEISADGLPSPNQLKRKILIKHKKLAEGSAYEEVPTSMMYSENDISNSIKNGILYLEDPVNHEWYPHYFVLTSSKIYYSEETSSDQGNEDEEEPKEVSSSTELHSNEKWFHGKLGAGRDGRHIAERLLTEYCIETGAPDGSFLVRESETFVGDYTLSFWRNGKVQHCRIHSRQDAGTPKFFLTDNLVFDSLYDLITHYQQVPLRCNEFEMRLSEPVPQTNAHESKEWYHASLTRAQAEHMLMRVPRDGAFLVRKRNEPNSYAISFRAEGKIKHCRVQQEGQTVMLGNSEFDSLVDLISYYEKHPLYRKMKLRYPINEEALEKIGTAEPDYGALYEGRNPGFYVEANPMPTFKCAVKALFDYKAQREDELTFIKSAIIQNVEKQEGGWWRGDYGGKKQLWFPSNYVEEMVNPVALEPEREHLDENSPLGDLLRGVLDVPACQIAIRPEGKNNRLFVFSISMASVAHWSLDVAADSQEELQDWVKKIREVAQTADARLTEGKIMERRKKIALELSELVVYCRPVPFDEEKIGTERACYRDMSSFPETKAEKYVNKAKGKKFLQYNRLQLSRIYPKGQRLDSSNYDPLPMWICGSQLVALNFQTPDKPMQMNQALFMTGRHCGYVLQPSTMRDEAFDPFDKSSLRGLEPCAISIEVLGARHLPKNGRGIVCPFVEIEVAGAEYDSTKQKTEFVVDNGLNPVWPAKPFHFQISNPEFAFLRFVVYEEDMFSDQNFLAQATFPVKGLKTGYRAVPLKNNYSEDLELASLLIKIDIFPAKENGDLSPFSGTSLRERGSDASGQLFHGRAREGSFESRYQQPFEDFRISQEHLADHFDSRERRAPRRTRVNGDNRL
PLCb3 inh – inhibitors of human phospholipase C beta3. Q01970. Purified PLC-beta3, fluorogenic substrate, fluorescence. inhibition, % at 12.2 µM. hit rate 0.18% among 370,000; in the data active means inhibition above about 11%;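 further: 0% = median of compound wells on plate and 100% = full blocker control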
UHRF1 MBD2 ctr – UHRF1 methyl-DNA binding inhibition; Q96T88; UHRF1 binding to methylated oligo, TR-FRET; inhibition, % at 4.4 µM; hit rate 0.75% among 370,000; in the data active means inhibition above about 21%;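 further: UHRF1 SRA domain binding a hemimethylated CpG hairpin DNA probe; 0% = median of test compound wells and 100% = reference inhibitor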
MBD2 DNA inh – MBD2-methylated oligo binding inhibition | Q9UBB5 | TR-FRET, MBD2 binding to methylated oligonucleotide | inhibition, % at 4.4 µM | hit rate 0.31% among 370,000 | AID 686964; in the data active means inhibition above about 13%
proKLK7 act – activators of human kallikrein-7 zymogen | P49862 | purified proKLK7, EDANS-DABCYL substrate fluorescence; 100% is mature enzyme control, 0% vehicle | activation, % at 7 µM | hit rate 0.9% among 370,000 | AID 652039;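 active means activation above the mean of all tested compounds plus 3 SD, computed per campaign excluding outliers beyond control limits, cut at about 13% in these data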
ARFGAP1 inh – inhibits rat ARF GTPase activating protein 1 | hit rate 0.26% among 360,000 | Q62848 | Arfgap1-stimulated ARF1 GTP hydrolysis, GDP FP detection | inhibition, % at 16.5 µM;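 active means inhibition above a per-plate limit, mean inhibition of low control wells plus 3 SD, cut at about 25% in these data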;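 further: 0% = DMSO wells with enzyme and 100% = wells lacking Arfgap1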
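Material: rat Arfgap1 catalytic domain, aa 1-136; also added: human ARF1(Δ1-17)-GTP substrate; compound dosing: one concentration, 16.5 µM, DMSO 1.26%; incubation: GTP hydrolysis reaction 2 h at 25 °C; measured by: Tracer-displacement fluorescence polarization with EDTA stop, 620/688 nm; evaluation: % inhibition from polarization; repeats: one replicate per compound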
ADAM17 inh – inhibitors of human ADAM17; recombinant ADAM17, EDANS/DABCYL FRET peptide cleavage; AID 720648; P78536; inhibition, % at 6.95 µM; hit rate 0.83% among 370,000;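 active means inhibition above the mean of compounds lying between control limits plus 3 SD, set per campaign, cut at about 8.5% in these data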;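 further: 0% = DMSO-only wells as the low control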
DDE Tn6 FP inh – disrupts Tn6 cyclic peptide binding to fibrin D-Dimer-E complex; P02675; Fibrin DD(E) TRITC-Tn6 fluorescence polarization displacement; inhibition, % at 8.3 µM; hit rate 0.21% among 370,000;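 active means inhibition above a per-campaign cutoff: mean of compounds within control limits plus 3 SD, cut at about 15% in these data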;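 further: 0% = median of all compound wells on the plate and 100% = blocking peptide control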
ASAP1 inh – blocks human ASAP1-stimulated Arf1 GTP hydrolysis. Q9ULH1. GDP FP detection. inhibition, % at 16.5 µM. hit rate 0.19% among 360,000. AID 624377; in the data active means inhibition above about 25%;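 further: 0% = vehicle with enzyme and substrate and 100% = no enzyme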
* = called active by the depositor; / = no result given.

canonical_smiles	Tn7 DDE FP	PLCg1 inh	PLCb3 inh	UHRF1 MBD2 ctr	MBD2 DNA inh	proKLK7 act	ARFGAP1 inh	ADAM17 inh	DDE Tn6 FP inh	ASAP1 inh
CCCS(=O)(=O)N1CCC(C(=O)NC2CCCCC2C)CC1 (configuration not stated)	3	1	1	0	0	-0.9	0	-1	-2	-7
CCOC(=O)c1c(/N=C/c2cc([N+](=O)[O-])ccc2O)sc(C)c1C	-2	-21	-23	-8	-9	0.4	-5	7	11	1
O=C(CCC(=O)N(CC(=O)NC1CCCC1)C1CCCCC1)Nc1ccccn1	8	3	2	-4	-4	0.0	-5	1	7	-12
CC(C)(C)c1nn2cnnc2n(/N=C/c2ccccc2)c1=O	3	1	-2	2	3	-0.3	7	-2	3	4
COc1ccc(C(=O)N(C)C2CCCCC2)cc1OC1CCN(C(C)C)CC1	7	1	-8	-3	3	0.3	8	-1	5	6
Nn1c(SCC(=O)Nc2ccccc2-c2ccccc2)nnc1-c1cc(-c2ccc(Cl)cc2)n[nH]1	-8	2	0	-1	3	-0.8	/	0	6	/
COc1ccc(-c2csc(NC(=O)CCCc3cccs3)n2)cc1	-4	4	1	-2	-2	-0.2	-4	4	-6	13
O=C1c2cccnc2C(Nc2ccc(Br)cc2)N1Cc1cccs1 (configuration not stated)	-5	2	2	-3	-2	-0.1	5	0	3	7
O=C(Nc1cc(S(=O)(=O)N2CCCC2)ccc1OCC(F)(F)F)c1ccc(F)cc1	-3	-2	3	-3	-3	-0.4	9	2	3	-4
CN(C)c1oc(COc2ccccc2F)nc1C#N	-2	-2	1	3	0	-0.1	4	-1	7	-5
CCOc1ccc(N(CC(=O)N2CCN(c3ccccc3)CC2)S(=O)(=O)c2c(C)noc2C)cc1	1	-2	-5	1	0	-0.2	-7	0	-9	5
O=C(NCC(=O)N1CCC(Cc2ccccc2)CC1)c1ccc(Cl)cc1	-7	-1	-7	1	0	-0.1	-4	-6	1	-3
COc1ccc(-n2nc(C(=O)NCC(=O)N(C)Cc3ccccc3)c3ccccc3c2=O)cc1	-2	-24	-36	-1	-8	0.8	1	2	5	3
CCC(C(=O)NC(C)(C)C)N(C(=O)c1ccc(Cl)nc1)C1CCCC1 (configuration not stated)	2	5	-2	0	1	0.0	-1	2	3	10
O=C(CNC(=O)c1cccc(-n2cnnn2)c1)Nc1ccc(F)c(F)c1	6	-1	-13	-2	0	0.6	14	-3	1	-15
Cc1ccc(S(=O)(=O)N2CCCCC2)cc1C(=O)Nc1cccnc1	-7	6	-3	2	3	-0.1	-6	-1	-1	-10
COCCN(C(=O)COC(=O)c1cc(C)oc1C)c1c(N)n(Cc2ccccc2)c(=O)[nH]c1=O	5	0	-1	0	-3	0.3	-5	-2	10	-9
COc1ccc(N(CC(=O)O)S(=O)(=O)c2ccccc2[N+](=O)[O-])c(OC)c1	1	3	-3	3	6	-0.2	11	-1	1	-2
COc1cccc(C(=O)Nc2sc3c(c2C#N)CCN(C(C)=O)C3)c1	1	-24	-24	8	-1	0.0	-4	1	6	-11
O=C1c2ccccc2C(O)N1CCN1CCOCC1 (configuration not stated)	8	2	0	1	6	-0.2	10	-3	-8	2

Next section; it opens with the 3 that closed the last part.
canonical_smiles	Tn7 DDE FP	PLCg1 inh	PLCb3 inh	UHRF1 MBD2 ctr	MBD2 DNA inh	proKLK7 act	ARFGAP1 inh	ADAM17 inh	DDE Tn6 FP inh	ASAP1 inh
COc1ccc(N(CC(=O)O)S(=O)(=O)c2ccccc2[N+](=O)[O-])c(OC)c1	1	3	-3	3	6	-0.2	11	-1	1	-2
COc1cccc(C(=O)Nc2sc3c(c2C#N)CCN(C(C)=O)C3)c1	1	-24	-24	8	-1	0.0	-4	1	6	-11
O=C1c2ccccc2C(O)N1CCN1CCOCC1 (configuration not stated)	8	2	0	1	6	-0.2	10	-3	-8	2
CNC(=O)CSc1nc2[nH]ncc2c(=O)[nH]1	2	0	0	0	-1	0.7	-3	-2	5	-3
CC(C)COc1ccc(C(=O)N/C(=C\c2cccc([N+](=O)[O-])c2)C(=O)OC(C)C)cc1	0	-2	-1	10	5	-0.5	1	-3	1	-14
COc1cc2nc(C3CC3)n(NC(=O)c3ccc(F)cc3)c(=O)c2cc1OC	-2	-2	-3	3	2	0.4	-7	-2	5	-3
CC(C)c1ccc(/C=N/N2CCN(c3ccccn3)CC2)cc1	6	2	-3	8	0	0.1	7	-7	-7	0
Cc1ccc(NC2c3ncccc3C(=O)N2Cc2cccs2)cc1C (configuration not stated)	-1	-2	-2	1	8	0.7	-5	0	-2	-5
Cc1cc2ccccc2n2c(SCC(=O)Nc3ccc(S(=O)(=O)N4CCC(C)CC4)cc3)nnc12	-6	5	3	-6	2	-0.3	-2	7	-1	0
CC(C)OP(=O)(OC(C)C)C(O)c1ccc(N(C)C)cc1 (configuration not stated)	-5	2	1	1	-5	0.8	4	4	-7	0
O=C(CCCSc1nc2ccccc2[nH]1)NCc1ccccc1F	-4	5	1	4	2	-0.1	11	2	1	-1
Cc1cc(NC(=O)COC(=O)c2cc([N+](=O)[O-])ccc2N2CCOCC2)ccc1Br	-6	9	6	0	-1	-0.6	4	8.7*	-2	15
Cc1c(C(=O)N2CCc3ccccc3C2)oc2ccc(Br)cc12	6	-1	-2	2	-1	0.6	-17	-1	8	-13
O=C(N/N=C/c1cccc([N+](=O)[O-])c1)C1CC(=O)N(c2ccc(F)cc2)C1 (configuration not stated)	3	-2	-4	4	0	0.4	7	-5	0	1
CCc1noc(C)c1C(=O)Oc1ccc(N(C)S(=O)(=O)c2ccc(C)c(C)c2)cc1	-12	6	-6	1	-1	1.0	11	6	-14	-14
COC(=O)[C@]12C[C@H](CC(=O)NCc3cccc4ccccc34)C(=O)N(Cc3cccc4ccccc34)C1=C[C@H](COCc1ccccc1)O[C@@H]2C	-1	2	-3	-2	3	0.1	/	4	1	/
COc1ccc(CCC(=O)N2c3ccccc3CC2C)cc1 (configuration not stated)	9	1	2	-1	-3	0.2	-16	-1	2	2
COc1ccc(NC(=O)CCCn2c(=O)c3sccc3n(Cc3cccc(C)c3)c2=O)cc1	1	-1	2	3	0	0.1	-1	-2	2	6
CCCOc1ccc(CSc2ncn[nH]2)cc1	-5	2	4	2	1	-0.5	5	2	1	12
C=CCOc1ccc(C2NC(=O)NC(C)=C2C(=O)OC)cc1 (configuration not stated)	-1	1	1	5	4	-0.2	-2	1	1	1
O=C(Nc1ncc(Cc2cccc(Cl)c2)s1)c1cccs1	2	-14	-22	1	1	-4.6	14	2	-7	13
CCC1(C(=O)OC)NC(c2ccco2)C2C(=O)N(c3ccc(F)cc3)C(=O)C21 (configuration not stated)	1	-6	-3	2	3	0.3	14	-2	-9	-10
CC1CCCN(C(=O)c2cc(-c3cccs3)nc3ccccc23)C1 (configuration not stated)	-7	-133	-206	-3	1	3.0	0	-380	5	3
O=C(O)C1CCN(C(=O)CSc2nc3ccccc3c(=O)n2-c2ccc(Cl)cc2)CC1	-6	1	-2	0	4	-0.6	-3	-2	-1	0
COc1ccccc1C(=O)Oc1ccc(C(C)C)cc1	-7	2	1	1	4	-0.2	1	-1	0	13
CCOc1ccccc1C(=O)N(Cc1ccc(C)o1)C1CCS(=O)(=O)C1 (configuration not stated)	-2	0	-10	7	1	-0.2	7	-3	4	7
O=C(NCC1CCCO1)C(c1cccs1)N(C(=O)c1ccc(CN2CCOCC2)o1)c1ccc(Cl)cc1 (configuration not stated)	3	0	1	1	-2	-0.4	1	3	0	9
CCC(=O)Nc1sc(C(=O)OC)c(C)c1C(=O)OC	-3	1	1	-4	1	0.2	-1	-2	9	-2
O=C(CSc1ccc2nnc(-c3cccc(F)c3)n2n1)N1CCCc2ccccc21	3	-4	0	2	2	-0.8	2	-2	1	0
OCc1ccc2c(c1)c(-c1ccc3c(c1)OCCO3)c(-c1ccccc1)n2-c1ccccc1	3	-246	-352	0	4	-34	9	-60	1	19
COC(=O)c1c(CSc2cccc(C)c2)noc1C(=O)NCc1ccco1	-3	1	-2	3	6	-0.1	15	-2	6	15
CC(C)C1OC(c2cccc(NC(=O)c3cccs3)c2)OCC1(C)C (configuration not stated)	-3	2	1	8	3	0.4	2	3	-16	-2
CCCOC(=O)c1ccc(NC(=O)c2cccc(S(=O)(=O)N3CCN(C(C)=O)CC3)c2)cc1	0	0	-5	0	-4	0.8	9	1	3	6
CCOc1ccc(/C=C2\SC(=S)N(CCC(=O)O)C2=O)cc1	-1	2	-2	0	-1	-0.4	5	-3	7	10
O=C(NCc1cccnc1)c1cc(C2CCCCN2C(=O)OCCF)on1 (configuration not stated)	-8	6	6	0	-1	0.4	3	4	4	-5
CC(C)CCN(C(=S)Nc1cccc(F)c1)C(C)c1cccs1 (configuration not stated)	-9	1	-1	0	5	0.3	7	0	3	-8
COc1ccccc1CN1CC(C(=O)NCc2c(F)ccc(C)c2F)CCC1=O (configuration not stated)	-3	6	2	1	-2	0.0	-3	-1	-2	-5
CC[C@]1(C(=O)OC)[C@H]2C(=O)N(Cc3ccccc3)C(=O)[C@H]2[C@H]2CN=C(SCc3ccccc3)N21	5	2	6	0	-3	-0.6	1	0	-10	4
Cc1ccccc1CC(=O)NCC1CCCCC1	-4	0	-4	40*	2	0.7	-2	2	-4	-7
c1ccc(NCc2ccncc2)cc1	-1	2	-5	2	-6	0.1	2	0	-1	7
COc1ccc(N(CC(=O)NCCSc2ccccc2)S(=O)(=O)c2ccccc2)cc1OC	4	1	-4	1	-2	0.0	-12	-3	-3	-9
CCCCn1c(N)c(N(CCC(C)C)C(=O)COC(=O)c2ccco2)c(=O)[nH]c1=O	5	-2	-3	5	2	0.2	10	-1	-7	11
S=C(NCc1ccccc1)Nc1cccc(Cl)c1	3	-1	-2	3	4	0.7	-11	-3	2	-4
CCOc1ccc(NC(=O)Nc2cnccn2)cc1	-1	0	-2	-1	3	0.7	-3	-4	3	5
CCCCn1c(N)c(N(CCC)C(=O)C2CCCC2)c(=O)[nH]c1=O	-1	-4	-4	0	4	0.3	-4	-5	1	7
CCOc1ccc2nc(SCC(=O)Nc3cc4c(cc3C(C)=O)OCO4)[nH]c2c1	-8	-8	-11	-1	-1	3.1	13	-3	-11	-7
CCOC(=O)CCSc1n[nH]c(=S)s1	0	1	-4	0	4	-0.7	-3	-5	0	-7
CCOc1ccc(-n2c(C)c(C(C)=O)c3cc(OCC(N)=O)ccc32)cc1	-3	2	-3	-1	2	0.7	4	-2	-2	-5
CCCCn1c(N)c(N(CC(C)C)C(=O)c2ccco2)c(=O)[nH]c1=O	5	0	-8	0	4	-0.2	-1	0	-6	-11
